From PubChem
AGP1 TOR yeast: yeast TOR pathway AGP1-GFP modulation; AID 2066; S. cerevisiae AGP1-GFP multiplex flow cytometry, 3 h; GFP as percent of DMSO wells; actives 0.02% (n = 320,000); GFP response vs DMSO, % at 10 µM;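 active = GFP response relative to DMSO above a set limit, near screen average plus 3 SD, cut at about 150% in these data; inconclusive = fewer than 70 cells counted for the yeast strain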;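 also: median GFP channel fluorescence of the gated AGP1 strain per well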
procasp3 activ: activates human procaspase-3; recombinant procaspase-3 D3A, Ac-DEVD-pNA absorbance 405 nm; AID 463141; activation, % at 8.5 µM; actives 0.11% (n = 330,000); P42574;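 active = activation above the mean of all tested compounds plus 3 SD, cut at about 21% in these data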;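 also: 0% = DMSO alone and 100% = DMSO wells spiked with extra 5 µM PC-3 D3A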
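Assay system: Autoprocessing-dead procaspase-3 D3A mutant enzyme; also added: Ac-DEVD-pNA; doses: one concentration, 8.5 µM nominal, 0.8% DMSO; times: 1 h compound preincubation, 2 h substrate hydrolysis at 25 °C; technique: 405 nm absorbance of p-nitroaniline, reads at 0 and 120 min; measure: % activation between DMSO and enzyme-spiked controls; repeats: single replicate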
LAP4-GFP MLPCN: yeast TOR pathway LAP4-GFP modulation; S. cerevisiae LAP4-GFP multiplex, flow cytometry GFP, 3 h; median GFP as percent of DMSO wells; GFP response vs DMSO, % at 10 µM; actives 0.34% (n = 320,000); AID 2023;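 active = GFP response vs DMSO above a set limit, about the screen mean plus 3 SD, cut at about 150% in these data; inconclusive = under 70 cell events counted for the yeast strain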
AHR activator: activators of human aryl hydrocarbon receptor | P35869 | AHR-responsive luciferase reporter cells, luminescence | activation, % at 5 µM | actives 2.5% (n = 320,000) | AID 2796; in the data active = activation above about 47%;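 also: 0% = vehicle wells and 100% = reference agonist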
Target sequence (P35869 whole entry, looked up): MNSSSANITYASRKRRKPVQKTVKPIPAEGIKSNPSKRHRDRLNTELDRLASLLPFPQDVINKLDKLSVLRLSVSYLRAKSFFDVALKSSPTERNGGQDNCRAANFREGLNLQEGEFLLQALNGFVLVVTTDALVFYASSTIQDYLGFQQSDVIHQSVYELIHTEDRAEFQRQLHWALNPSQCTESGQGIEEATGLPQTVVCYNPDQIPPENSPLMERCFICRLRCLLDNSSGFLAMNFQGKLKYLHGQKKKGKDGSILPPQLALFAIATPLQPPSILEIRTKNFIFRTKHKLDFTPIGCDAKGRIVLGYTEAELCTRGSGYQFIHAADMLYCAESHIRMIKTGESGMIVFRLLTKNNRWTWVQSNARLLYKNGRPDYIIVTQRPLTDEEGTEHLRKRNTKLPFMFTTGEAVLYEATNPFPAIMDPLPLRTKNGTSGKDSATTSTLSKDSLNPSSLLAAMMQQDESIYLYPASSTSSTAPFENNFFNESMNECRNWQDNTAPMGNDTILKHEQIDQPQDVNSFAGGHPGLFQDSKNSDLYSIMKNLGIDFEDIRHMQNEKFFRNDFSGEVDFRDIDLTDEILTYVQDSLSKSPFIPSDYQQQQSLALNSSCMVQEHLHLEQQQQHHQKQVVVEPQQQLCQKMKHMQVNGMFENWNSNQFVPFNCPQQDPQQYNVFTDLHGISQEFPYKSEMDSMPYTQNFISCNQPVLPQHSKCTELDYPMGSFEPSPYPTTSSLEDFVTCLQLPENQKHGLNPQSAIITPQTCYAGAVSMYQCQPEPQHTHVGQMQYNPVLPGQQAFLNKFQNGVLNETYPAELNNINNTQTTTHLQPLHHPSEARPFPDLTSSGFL
proCasp7 act: counter-screen: procaspase-7 (human) activation. P55210. recombinant procaspase-7, Ac-DEVD-pNA absorbance 405 nm; D23A/D198A/D206A triple mutant, cannot self-cleave; scale: DMSO 0, 5 µM enzyme 100. activation, % at 8.5 µM. actives 0.093% (n = 330,000). AID 463210;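 active = percent activation above the screen-wide mean plus 3 SD, cut at about 25% in these data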
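Material: Procaspase-7 triple mutant (PC-7 D3A) | Quantity: 2 µM procaspase-7 mutant as dispensed | Reagent: DEVD-pNA substrate | Times: 1 h preincubation, 2 h reaction | Technique: 405 nm absorbance of p-nitroaniline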
RPL19A-GFP yeast: yeast TOR pathway RPL19A-GFP modulation | S. cerevisiae RPL19A-GFP strain, flow cytometry, 3 h; active compounds read low | percent response vs DMSO, % at 10 µM | actives 0.3% (n = 330,000);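 active = percent response vs DMSO below 50%; inconclusive = fewer than 70 events counted for the yeast strain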;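 also: median channel GFP fluorescence of the barcoded RPL19A-GFP strain; ratio of sample median GFP to plate DMSO average so 100% = DMSO; lower means less RPL19A-GFP as with rapamycin TOR inhibition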
CIT2 TOR yeast: alters CIT2-GFP fluorescence in TOR pathway yeast screen. S. cerevisiae CIT2-GFP strain, flow cytometry, 3 h; 100 means same as DMSO wells. GFP response vs DMSO, % at 10 µM. actives 0.065% (n = 320,000). AID 2029;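 active = GFP response relative to DMSO above a set limit, near the screen mean plus 3 SD, cut at about 150% in these data; inconclusive = Fewer than 70 cells measured for a yeast strain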;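 also: ratio of well median GFP fluorescence to mean of DMSO wells on the plate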
MEP2 TOR yeast: modulators of TOR pathway MEP2-GFP in S. cerevisiae. GFP response vs DMSO, % at 10 µM. actives 0.51% (n = 330,000). S. cerevisiae MEP2-GFP strain, flow cytometry GFP, 3 h; 100% = DMSO control level;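 active = GFP response versus DMSO above a set limit, roughly screen mean plus 3 SD, cut at about 180% in these data; inconclusive = fewer than 70 cells counted for a yeast strain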;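 also: median GFP fluorescence of the barcode-gated MEP2-GFP cells per well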
* = called active by the depositor; ? = inconclusive; / = no result given; [ ] = another dose, or the depositor's remark.

The line under a structure holds: AGP1 TOR yeast | procasp3 activ | LAP4-GFP MLPCN | AHR activator | proCasp7 act | RPL19A-GFP yeast | CIT2 TOR yeast | MEP2 TOR yeast
- COc1cccc(NC(=S)N2CCc3cc(OC)c(OC)cc3C2COc2ccc3c(C)cc(=O)oc3c2)c1 (stereo not drawn)
    116 | -11 | 116 | 7 | -16 | 109 | 108 | 131
- O=C(NCc1ccco1)Nc1cccs1
    106 | 1 | 108 | 4 | -14 | 106 | 117 | 107
- Brc1ccc(-c2csc(N3CCOCC3)n2)cc1
    22[may fluoresce violet] | -8 | 123[may fluoresce violet] | 8 | 5 | 61[may fluoresce violet] | ? | 97[may fluoresce violet]
- Cc1ccc(C(=O)NCc2nnc(SCC(=O)Nc3sc4c(c3C#N)CCCC4)n2C)cc1
    / | 2 | 94 | 4 | 7 | 88 | 87 | 88
- Cc1cccc(N2CCN(C(=O)CCn3c(=O)[nH]c4ccsc4c3=O)CC2C)c1 (stereo not drawn)
    103 | 3 | 96 | 3 | -5 | 103 | 100 | 106
- CC1CCCCC1NC(=O)COC(=O)c1ccc(S(=O)(=O)NCc2ccco2)cc1 (stereo not drawn)
    88 | -9 | 91 | -1 | -7 | 88 | 90 | 96
- CN(C)c1ccc(C(=O)Nc2nc3c(s2)CCCC3)cc1
    91 | 5 | 108 | 11 | 6 | 95 | 82 | 97
- CCn1nc(C)c(CNC(=O)C2CCC(=O)N(Cc3cccc(F)c3)C2)c1C (stereo not drawn)
    97 | 1 | 91 | -1 | 10 | 101 | 98 | 93
- COc1ccc(-c2ccc3nnc(SCC(=O)Nc4ccc(NC(C)=O)cc4)n3n2)cc1
    102 | -11 | 105 | 3 | 2 | 104 | 96 | 112
- COc1ccccc1-c1nnc(NC(=O)OCC(C)C)s1
    96 | -3 | 106 | 64* | 7 | 100 | 98 | 108
- CCCOC(=O)c1ccc(O)c(OC)c1
    97 | 2 | 96 | 1 | -8 | 96 | 95 | 100
- COc1ccc(-c2cc(CNS(=O)(=O)c3cc(OC)ccc3OC)on2)cc1
    113[may fluoresce green] | -3 | 108[may fluoresce green] | 39 | -3 | 92[may fluoresce green] | 140[may fluoresce green] | 111[may fluoresce green]
- O=C(N[C@@H](CO)C(=O)NCc1ccccc1)c1ccc(C(F)(F)F)cc1
    111 | -1 | 105 | 3 | -1 | 106 | 106 | 103
- Cc1ccc(-n2c(=O)c3sccc3n(CC(=O)NCC3CCCO3)c2=O)cc1F (stereo not drawn)
    108 | 1 | 95 | 0 | 14 | 103 | 107 | 101
- COC(=O)C(C)Oc1ccc(-c2nccc(-c3cccs3)n2)cc1 (stereo not drawn)
    114 | -1 | 107 | 16 | 7 | 113 | 108 | 112
- O=C(COc1ccc2ccccc2c1)NCCNC(=O)COc1ccc2ccccc2c1
    98 | 3 | 99 | 15 | 2 | 96 | 97 | 98
- O=C(C[n+]1ccc(/C=N/O)cc1)NCc1ccccc1
    103 | 1 | 106 | -4 | 6 | 97 | 99 | 93
- C=CCNC(=O)COc1ccc(N(C)S(=O)(=O)c2ccc(NC(C)=O)cc2)cc1
    101 | 6 | 102 | 1 | 6 | 97 | 98 | 102
- CCOc1cc(OCC)cc(C(=O)O)c1
    94 | 0 | 84 | 0 | 4 | 97 | 93 | 94
- CC(NC(=O)c1cccc(S(=O)(=O)N2CCCCCC2)c1)c1ccccc1 (stereo not drawn)
    101 | 0 | 101 | 1 | 6 | 98 | 96 | 92
- Cc1cccc(C)c1NC(=O)Cc1cccs1
    100[may fluoresce violet] | 3 | 89[may fluoresce violet] | 0 | 3 | 101[may fluoresce violet] | ? | 92[may fluoresce violet]
- CN(C)S(=O)(=O)Oc1cccc(C(=O)Nc2cccc(Cl)c2)c1
    102 | -3 | 105 | 16 | 8 | 102 | 93 | 98
- COc1ccc(NC(=O)CN2C(=O)NC(C)(c3ccc(C)cc3)C2=O)cn1 (stereo not drawn)
    101 | -9 | 102 | 2 | 1 | 99 | 93 | 97
- COc1ccccc1NC(=O)CN1CCSc2ccccc21
    103 | -3 | 99 | 16 | -6 | 104 | 94 | 101
- CCN(CC(=O)Nc1ccc(NC(C)=O)cc1)C(=O)c1ccc(NC2CC2)c([N+](=O)[O-])c1
    117 | 1 | 114 | -1 | -9 | 109 | 105 | 102
- N#CCCCc1cc2ccccc2cn1
    85 | 3 | 86 | 0 | -2 | 86 | 79 | 82
- CCOc1ccccc1NC(=O)CN1C(=O)COc2ccc(Cl)cc21
    104 | -1 | 98 | 4 | 2 | 99 | 101 | 99
- O=C(CNC(=O)c1cccc(F)c1)N/N=C/c1cc(Br)ccc1OCc1ccccc1
    102 | 7 | 95 | 12 | 5 | 101 | 95 | 98
- CC(=O)c1cc(CN2C(=O)c3ccccc3C2=O)cs1
    103 | 4 | 99 | 4 | 0 | 101 | 104 | 102
- CC(C)(C)C(=O)Nc1cccc(-c2nc3ccccc3[nH]2)c1
    103 | 9 | 106 | 61* | 16 | 97 | 106 | 104
- N#CCc1c(C#N)c(N)nc(N2CCCC2)c1C#N
    81 | -4 | 97 | 6 | -19 | 96 | 72 | 89
- CCOC(=O)c1sc2nc(C)nc(NCc3ccccc3OC)c2c1C
    100 | 9 | 100 | 1 | 4 | 102 | 93 | 108
- O=C(COC(=O)c1ccc(Cl)nc1)NCCc1ccc(Cl)cc1
    104 | 4 | 119 | 0 | 4 | 84 | 89 | 97
- C[N+]1(C2CCC3CCCC2C3O)CCCC1 (stereo not drawn)
    103 | -3 | 102 | 0 | 13 | 105 | 100 | 101
- O=C(NC(=S)Nc1ccc(C(=O)N2CCOCC2)cc1)c1ccc([N+](=O)[O-])cc1
    96 | 6 | 106 | 2 | -4 | 100 | 101 | 104
- Cc1cc(C)c2nc(-c3ccccn3)cc(C(=O)NCc3ccc(S(N)(=O)=O)cc3)c2c1
    109 | 11 | 99 | 5 | -2 | 102 | 103 | 105
- CCOC(=O)c1sc2ccccc2c1OC(=O)c1ccccc1OC
    94 | 6 | 93 | 9 | 8 | 102 | 96 | 96
- Cc1ccccc1-n1c(C)nnc1SCc1nc2ccccc2s1
    106 | 3 | 97 | 28 | 11 | 98 | 103 | 101
- COC(=O)c1cc(Cl)c(NC(=O)c2ccc(F)cc2)cc1OC
    92 | -7 | 88 | 6 | 3 | 100 | 93 | 95
- NS(=O)(=O)c1ccc(NNC(=O)c2ccccc2C(=O)O)cc1
    91 | -9 | 112 | 48* | -19 | 95 | 87 | 100
- Cc1ccc(/C(O)=C2\C(=O)C(=O)N(CC(C)O)C2c2cccc(F)c2)cc1 (stereo not drawn)
    108 | 0 | 106 | 2 | 7 | 106 | 102 | 140
- NC(=O)N/N=C/c1ccc2cccc(OCc3ccccc3)c2n1
    102 | -3 | 108 | 27 | -1 | 99 | 101 | 99
- Cc1nn(C)c(NC(=O)c2ccccc2Cl)c1Cl
    98 | 3 | 97 | 1 | -1 | 106 | 104 | 107
- CCOC(=S)N/C(=N\S(C)(=O)=O)c1ccccc1
    105 | -3 | 107 | -1 | -2 | 100 | 92 | 102
- NNC(=S)Nc1ccc(S(=O)(=O)N2CCOCC2)cc1
    100 | -3 | 106 | -1 | 9 | 96 | 109 | 95
- CN(CC(=O)NC1CC1)S(=O)(=O)c1ccc(F)cc1
    95 | 0 | 100 | 0 | 8 | 93 | 96 | 88
- CC(c1ccco1)N(C(=O)c1ccc(Cl)c([N+](=O)[O-])c1)c1ccccn1 (stereo not drawn)
    106 | 1 | 106 | -2 | -9 | 98 | 110 | 102
- CCCn1c(SCC(=O)NC2CCCCC2)nnc1-c1ccccn1
    89 | -6 | 99 | 0 | 6 | 95 | 86 | 83
- Cc1ccc(CNC(=O)c2ccc(N3CCC4(CC3)CC(c3ccccc3)=NO4)c(NC(=O)c3ccc(Br)cc3)c2)cc1
    76 | 1 | 105 | 1 | -5 | 92 | 64 | 86
- CCc1sc(C(=O)N2CCN(C(=O)c3ccccc3)CC2)cc1C
    99 | 12 | 98 | -2 | 8 | 98 | 104 | 96
- CCOc1ccc(NC(=O)[C@@H](NC(=O)c2ccco2)C(C)C)cc1
    110 | 1 | 111 | 2 | 2 | 108 | 109 | 128
- COc1ccc(/C=C2/CCOC2=O)cc1
    98 | 1 | 104 | 5 | 5 | 98 | 97 | 98
- Cc1cc(C)cc(N2C(=O)c3nccnc3C2=O)c1
    100 | -2 | 100 | 0 | -8 | 99 | 89 | 111
- Cc1ccc(C)c(NS(=O)(=O)c2ccc3c(c2)NC(=O)CO3)c1
    108 | 8 | 93 | -1 | 6 | 105 | 122 | 112
- CN(C)S(=O)(=O)c1ccc(N/C=C(\[N+](=O)[O-])S(=O)(=O)c2ccccc2)cc1
    98 | -12 | 90 | 0 | -8 | 104 | 104 | 105
- Cn1c(=O)c2ccccc2n(CC(=O)NC2CCCCC2)c1=O
    98 | 4 | 94 | -2 | 0 | 101 | 103 | 103
- CN(C)CCn1cnc2c1c(=O)[nH]c(=O)n2Cc1ccccc1
    89 | -3 | / | -2 | 6 | 84 | 82 | 92
- COC(=O)c1cnc(Oc2c(Cl)cc(N)cc2Cl)cc1C(F)(F)F
    75 | 5 | 97 | 0 | 0 | 90 | 77 | 90
- CC(C)C(CCNC(=O)CN1C(=O)c2ccccc2C1=O)c1ccco1 (stereo not drawn)
    108 | 3 | 91 | 0 | 1 | 98 | 103 | 96
- COc1ccc(CCNC(=O)c2cc3c(=O)n4ccccc4nc3n(CCCN3CCOCC3)c2=N)cc1
    97 | -4 | 98 | 1 | -9 | 102 | 101 | 104
- CC(=O)c1cccc(NC(=O)COC(=O)CCc2ccc(S(=O)(=O)N3CCOCC3)cc2)c1
    101 | 8 | 99 | -1 | -2 | 96 | 98 | 89
- O=C(c1cn(-c2ccccc2)nc1-c1cccs1)N1CCN(c2ccccn2)CC1
    102 | 11 | 100 | 8 | 8 | 98 | 103 | 99
- CCCCNS(=O)(=O)c1ccc(NC(=O)C(Sc2ccccc2)c2ccccc2)cc1 (stereo not drawn)
    102 | -5 | 95 | 0 | 4 | 98 | 97 | 98

Complete entries as entered above. Screens in order: AGP1 TOR yeast | procasp3 activ | LAP4-GFP MLPCN | AHR activator | proCasp7 act | RPL19A-GFP yeast | CIT2 TOR yeast | MEP2 TOR yeast
`CC(C)C(CCNC(=O)CN1C(=O)c2ccccc2C1=O)c1ccco1` (stereo not drawn) is entered as 108 | 3 | 91 | 0 | 1 | 98 | 103 | 96
`CCOC(=O)c1sc2ccccc2c1OC(=O)c1ccccc1OC` is entered as 94 | 6 | 93 | 9 | 8 | 102 | 96 | 96
`Cc1ccccc1-n1c(C)nnc1SCc1nc2ccccc2s1` is entered as 106 | 3 | 97 | 28 | 11 | 98 | 103 | 101
